Eya2 phos inh = Eya2 (human) phosphatase inhibition. O00167. recombinant Eya2, OMFP fluorescence dephosphorylation (OMFP is methylfluorescein phosphate). Potency, µM (titrated, usually from 76.9 µM), without a hit: top-dose activity, negative = inhibition, hits mostly inhibitors. 330,000 compounds, 0.006% hits; note: potency is the fitted concentration of half-maximal effect; % is set by controls: 0 for no effect and ±100 for the full control effect
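Eya2 protein (added as 0.2 uM solution) was preincubated with compound for 10 min at ambient temperature in 50 mM HEPES pH 7.5, 50 mM NaCl, 5 uM MgCl2, 0.05% BSA, 1 mM DTT. OMFP (added at 50 uM) then reacted 10 min; fluorescence read at 485/525 nm.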
Tb PFK inh = inhibitors of T. brucei phosphofructokinase; T. brucei PFK, ADP-Glo luminescence; Potency, µM (doses to about 57.5 µM), for inactives: at the top dose activity, negative = inhibition, usual class: inhibitors; 330,000 compounds, 0.17% hits;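 note: potency is the fitted concentration of half-maximal effect; 0% = uninhibited 1x PFK enzyme wells and -100% = no-enzyme wells; nearly all actives have a fitted effect of over 60% in size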
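ADP-Glo luminescence quantified ADP after 45 min at room temperature, with 1.25 nM T. brucei PFK, 0.1 mM ATP and 0.5 mM fructose-6-phosphate in pH 8.0 TEA buffer. qHTS titrations up to 57 µM; curves classified by quality.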
TCR activator = activates T cell receptor signaling. primary human leukocytes, anti-CD3, IL-2 HTRF, 48 h. Potency, µM (highest dose often 9.22 µM), inactives show at the highest dose activation of IL-2 secretion, usual class: activators. 330,000 tested, under 10 active. AID 504894; note: % of control where 0% means no effect
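Using a-CD3 beads without co-stimulation, primary human leukocytes were exposed to compounds for 48 hr. An HTRF IL-2 kit measured the cytokine, with europium-to-d2 energy transfer producing emission at 665nm upon 320nm excitation.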
BCR signal inh = inhibitors of chronic active B-cell receptor signaling. AID 493014. 340,000 compounds, 0.05% hits. ABC-DLBCL IkBa-CBG/CBR reporter, luminescence ratio, 4 h. Potency, µM (series often up to 46.1 µM), for the others: top-dose ratio change, negative = lower green/red ratio, most hits filed as inhibitors; active = well fitted inhibition curve with a large enough effect in the signal ratio, with a control signal flat, not every such curve was filed as active; inconclusive = small, poorly fitted or top-dose-only effect, or effect the other way, or a change in a side signal; the % refers to the signal ratio;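 note: potency is the fitted concentration of half-maximal effect; plate controls were basal doxycycline-induced cells for no effect and cells given 10 µM MG132 for full effect; MG132 reads +100%, hits lower the ratio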
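Compounds up to 46 uM were incubated four hours with TMD8 cells whose green CBG68 luciferase is fused to IkappaBalpha; red CBR luminescence normalised the signal, and concentration-effect curves were fitted to fusion, red and ratio data.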
TSG101-PTAP inh = blocks PTAP/TSG101 interaction to inhibit HIV-1 budding; Q99816; Fluorescence polarization, FITC-PTAP peptide / Tsg101 binding; Potency, µM (top dose mostly 115 µM), inactives show at the highest dose activity change, negative = inhibition, usual class: inhibitors; 340,000 tested, under 10 active; active = well fitted inhibition curve with a large enough effect in the main read-out, with a control signal flat, not every such curve was filed as active; inconclusive = small, poorly fitted or top-dose-only effect, or effect the other way, or a change in a side signal; inactive = no such curve, though single readings can be large or run the other way; note: potency is the fitted concentration of half-maximal effect; % of control where 0% means no effect
Target sequence (Q99816 whole entry, looked up): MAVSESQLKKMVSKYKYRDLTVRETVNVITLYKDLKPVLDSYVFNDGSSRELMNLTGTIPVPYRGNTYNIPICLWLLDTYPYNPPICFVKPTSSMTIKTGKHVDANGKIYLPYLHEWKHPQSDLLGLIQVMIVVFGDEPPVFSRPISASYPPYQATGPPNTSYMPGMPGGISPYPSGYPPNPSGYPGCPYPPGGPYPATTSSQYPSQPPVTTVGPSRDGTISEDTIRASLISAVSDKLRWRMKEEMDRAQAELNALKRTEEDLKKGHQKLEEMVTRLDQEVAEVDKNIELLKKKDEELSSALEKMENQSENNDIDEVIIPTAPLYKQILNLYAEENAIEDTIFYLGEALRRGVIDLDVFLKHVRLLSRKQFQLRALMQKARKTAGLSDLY
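Fluorescence polarization binding of Tsg101 binding domain (10 uM final) to FITC-labeled PTAP peptide (50 nM final) in HEPES pH 7.5 buffer with NaCl, Tween 20, EDTA, TCEP. Compounds added before peptide; binding 20 min at RT.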
uPA generation = cell surface uPA generation inhibition. cell surface uPA generation assay, qHTS. Potency, µM (highest dose often 38.3 µM), for inactives: at the highest dose activity change, negative = inhibition, hits mostly inhibitors. 330,000 compounds, 0.31% hits. AID 540303; active = well fitted inhibition curve with a large enough effect; inconclusive = small, poorly fitted or top-dose-only effect; inactive = no such curve, though single readings can be large or run the other way; tested in mouse RAW 264.7 cells; note: potency is the fitted concentration of half-maximal effect; % is set by controls: 0 for no effect and ±100 for the full control effect; nearly all actives have a fitted effect of over 55% in size
ELG1 repair inh = ELG1-dependent DNA repair inhibition; HEK293T ELG1-luciferase reporter, luminescence, 16 h; DNA damage induced by 5-fluorouridine; Potency, µM (doses to about 46.1 µM), for the others: at the top dose activity change, negative = inhibition, most hits filed as inhibitors; 330,000 compounds, 2.3% hits; AID 504467; note: potency is the fitted concentration of half-maximal effect; % is set by controls: 0 for no effect and ±100 for the full control effect; nearly all actives have a fitted effect of over 55% in size
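In this reporter screen, reduction of luminescence relative to DMSO vehicle indicated activity. Compounds and 5-fluorouridine were added together to 2,000 cells per well, incubated for 16 hr at 37 °C, then developed with ONE-Glo.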
USP2a inh = inhibitors of human ubiquitin-specific protease USP2a; USP2 core, Ub-CHOP2 coupled fluorogenic reporter, 485/531; Potency, µM (titrated, usually from 38.3 µM), without a hit: top-dose activity change, negative = inhibition, actives largely listed as inhibitors; 330,000 compounds, 0.01% hits; AID 463254;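 note: potency is the fitted concentration of half-maximal effect; plate controls were DMSO wells for no effect and full inhibition by NEM control for full effect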
Target sequence (O75604 whole entry, looked up): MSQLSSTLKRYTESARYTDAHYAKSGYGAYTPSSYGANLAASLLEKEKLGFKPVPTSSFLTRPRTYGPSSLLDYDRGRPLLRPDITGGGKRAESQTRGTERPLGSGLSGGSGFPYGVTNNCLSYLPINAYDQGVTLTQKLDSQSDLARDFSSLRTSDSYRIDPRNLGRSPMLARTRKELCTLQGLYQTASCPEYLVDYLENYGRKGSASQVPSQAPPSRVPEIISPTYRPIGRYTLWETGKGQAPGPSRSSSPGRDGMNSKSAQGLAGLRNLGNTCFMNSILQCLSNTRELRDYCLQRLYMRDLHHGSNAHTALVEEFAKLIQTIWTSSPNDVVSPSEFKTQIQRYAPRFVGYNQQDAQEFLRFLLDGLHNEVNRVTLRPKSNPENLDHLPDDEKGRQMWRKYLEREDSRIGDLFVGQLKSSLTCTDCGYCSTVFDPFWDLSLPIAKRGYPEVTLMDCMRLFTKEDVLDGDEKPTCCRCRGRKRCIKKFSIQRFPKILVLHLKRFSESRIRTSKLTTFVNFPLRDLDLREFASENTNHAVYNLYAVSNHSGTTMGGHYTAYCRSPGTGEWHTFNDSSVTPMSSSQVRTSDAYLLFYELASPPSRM
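Cell-free coupled assay: 10nM USP2 core preincubated 30min RT with compound in Tris-HCl pH 8.0/CaCl2/CHAPS buffer, then 25nM Ub-CHOP2 and 25nM reporter substrate; fluorescence (Ex 485/Em 531) read after 60min RT, normalized to NEM inhibition, concentration-response curves fitted.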
Mito fusion act = blocks mitochondrial division or promotes mitochondrial fusion; Potency, µM (series often up to 46.1 µM), for the others: top-dose growth rescue (activation), most hits filed as activators; AID 485298; S. cerevisiae fusion-defective mutant growth rescue, CellTiterGlo 48 h; 320,000 compounds, 0.23% hits;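 note: potency is the fitted concentration of half-maximal effect; % of control where 0% means no effect; nearly all actives have a fitted effect of over 45% in size; temperature-sensitive fusion mutants such as fzo1-1 at 37 °C on non-fermentable ethanol glycerol medium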
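Growth-rescue viability read-out: after 48 h at the non-permissive 37C in glycerol/ethanol YPEG, yeast mitochondrial fusion mutants are measured by CellTiterGlo luminescence; compounds (23 nl pinned per well) restoring growth score as division inhibitors or fusion activators.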
TSHR antagonist = human thyrotropin receptor antagonism; TSHR-expressing cells, TSH-stimulated cAMP HTRF, 2 h; stronger effect = lower value; activity change, negative = inhibition, % at 11.5 µM; 330,000 compounds, 0.2% hits; AID 504810;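 active = activity change below a set negative limit, meaning inhibition stronger than a set level, cut at about -70% in these data; inconclusive = activity change between two set negative limits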; note: % is set by controls: 0 for no effect and ±100 for the full control effect
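Inhibition of cAMP made by TSHR-expressing cells under TSH stimulation (4nM final, EC80; 2 h, 37 deg C) is quantified with a one-step lysis HTRF kit, anti-cAMP cryptate versus cAMP-d2.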
B2AR arrestin = recruits beta-arrestin to the human beta2-adrenergic receptor; beta-arrestin recruitment to beta2AR, cell-based reporter; Potency, µM (top dose mostly 46.1 µM), without a hit: at the top dose activation, hits mostly activators; P07550; AID 492947; 330,000 compounds, 0.02% hits;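 note: potency is the fitted concentration of half-maximal effect; 0% = DMSO controls and full agonism = EC100 isoproterenol or metaproterenol; nearly all actives have a fitted effect of over 65% in size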
* marks the source's active call; other numbers are inactive results; ? = inconclusive; . = not tested or not shown; [ ] = remark or other dose. Unless noted, calls come from the whole dose curve; as a rule, active = well fitted curve in the direction sought with a large enough effect; inconclusive = small, poorly fitted or top-dose-only effect, or another doubt; inactive = no such curve, though single readings can be large; an effect the other way counts as inactive or inconclusive.

nr	SMILES	Eya2 phos inh	Tb PFK inh	TCR activator	BCR signal inh	TSG101-PTAP inh	uPA generation
1	Cc1ccc(C(c2nnnn2CCc2ccccc2)N2CCC(C)CC2)cc1 (stereo unspecified)	-5%	-2%	1%[46.1 µM]	17%	-2%	3%
2	N#Cc1ccc(C(=O)Nc2ccc([N+](=O)[O-])cc2)c(F)c1	-9%	-1%	-1%	?	-1%	-1%
3	CC(NC(=O)Nc1ccc(Cl)c(Cl)c1)C(c1ccccc1)N1CCOCC1 (stereo unspecified)	-8%	10%	-9%[46.1 µM]	18%	-3%	5µM*
4	COc1ccccc1N1CCN(C(=O)c2ccc3nc(-c4ccco4)c(-c4ccco4)nc3c2)CC1	0%	10%	0%	?	-7%	-3%
5	Cc1ccccc1NP(=O)(c1ccccc1)c1nc2ccccc2s1 (stereo unspecified)	12%	-3%	-5%	4%	0%	-1%
6	Cn1c(SCC(=O)N2CCOCC2)nnc1-c1cnccn1	?	-2%	4%	9%	-3%	.
7	Cn1cnc2cc(NCc3cccs3)ccc21	-9%	-4%	10%	-11%	-8%	-1%
8	C/C(N=Nc1nc2ccccc2s1)=N\Nc1ccccc1O	?	-7%	10%	?	2%	3%
9	Cc1ccc(C)c2[nH]c(=O)c(CCNC(=O)c3ccco3)cc12	-6%	-3%	9%	0%	-10%	3%
10	CCCOc1ccc(C(CC(=O)O)NC(=O)c2ccc3c(c2)OCO3)cc1 (stereo unspecified)	-4%	2%	9%	5%	-4%	-6%

nr	ELG1 repair inh	USP2a inh	Mito fusion act	TSHR antagonist	B2AR arrestin
1	-7%	-11%	13%	0	-0.8%
2	2%	0%	1%	-2	0.2%
3	?	-1%	-1%	-30	-0.7%
4	7.3µM*	-2%	27%	-21	-0.1%
5	-5%	4%	2%	-2	-0.3%
6	?	1%	-5%	9	-0.1%
7	?	-2%	-3%	-2	0.2%
8	-19%	12%	-12%	-4	9.1%
9	12%	2%	-4%	18	-0.2%
10	9%	-2%	1%	-6	0.2%

New compounds follow
nr	SMILES	Eya2 phos inh	Tb PFK inh	TCR activator	BCR signal inh	TSG101-PTAP inh	uPA generation
11	CCN(CC)c1ccc(/C=N/N2CCN(Cc3ccc(C)cc3C)CC2)c(O)c1	4%	10%	-4%[46.1 µM]	10%	-2%	4%
12	CCOC(=O)N/N=C/c1ccc(C)o1	-5%	4%	-1%	2%	-10%	.
13	CC(C)c1ccc(S(=O)(=O)/N=C2/C=CC(=O)c3ccccc32)cc1	5%	-14%	.	1%	.	.
14	N=c1oc2cc(O)ccc2cc1C(=O)Nc1ccc(Cl)cc1	-22%	-11%	0%	?	0%	-15%
15	CC(=O)c1ccc(N2CCN(C(=O)c3ccc(OCc4c(C)noc4C)cc3)CC2)cc1	-4%	1%	1%	0%	-13%	2%
16	Cc1ccc(SCC(=O)OCC(=O)NC(C)c2ccc(Br)cc2)cc1 (stereo unspecified)	-6%	3%	3%	-1%	0%	8%
17	Cc1nn(CC(=O)O)c(C)c1C	1%	4%	1%	8%	-1%	-2%
18	O=C(Nc1ccc(Cl)cc1)c1nc[nH]c1C(=O)N1CCc2ccccc2C1	-2%	0%	-3%	10%	.	6%
19	COc1ccc(CCN(C)C(=O)C2CCCN(C3CCN(Cc4ccccc4)CC3)C2)cc1OC (stereo unspecified)	-5%	0%	-1%	-6%	-11%	-11%
20	COc1ccc(Cl)cc1NC(=O)c1cnccn1	-7%	1%	2%	0%	0%	-12%

nr	ELG1 repair inh	USP2a inh	Mito fusion act	TSHR antagonist	B2AR arrestin
11	-20%	3%	13%	4	-0.4%
12	16%	2%	-1%	-5	0.2%
13	?	3%	-5%	-3	-0.1%
14	?	2%	14%	-30	0.5%
15	?	-1%	-2%	0	0.4%
16	5%	-14%	1%	40	0.4%
17	-3%	2%	1%	13	0.4%
18	-7%	-1%	-6%	25	-0.2%
19	-9%	4%	9%	18	-1.7%
20	-4%	1%	-3%	-18	-0.5%

By substructure: the entries above with a Cl atom (four)
nr	SMILES	Eya2 phos inh	Tb PFK inh	TCR activator	BCR signal inh	TSG101-PTAP inh	uPA generation
3	CC(NC(=O)Nc1ccc(Cl)c(Cl)c1)C(c1ccccc1)N1CCOCC1 (stereo unspecified)	-8%	10%	-9%[46.1 µM]	18%	-3%	5µM*
14	N=c1oc2cc(O)ccc2cc1C(=O)Nc1ccc(Cl)cc1	-22%	-11%	0%	?	0%	-15%
18	O=C(Nc1ccc(Cl)cc1)c1nc[nH]c1C(=O)N1CCc2ccccc2C1	-2%	0%	-3%	10%	.	6%
20	COc1ccc(Cl)cc1NC(=O)c1cnccn1	-7%	1%	2%	0%	0%	-12%

nr	ELG1 repair inh	USP2a inh	Mito fusion act	TSHR antagonist	B2AR arrestin
3	?	-1%	-1%	-30	-0.7%
14	?	2%	14%	-30	0.5%
18	-7%	-1%	-6%	25	-0.2%
20	-4%	1%	-3%	-18	-0.5%

The listing continues:
nr	SMILES	Eya2 phos inh	Tb PFK inh	TCR activator	BCR signal inh	TSG101-PTAP inh	uPA generation
21	Cc1cc(C)n(-c2cc(N3CCN(S(=O)(=O)c4ccc5ccccc5c4)CC3)ccc2[N+](=O)[O-])n1	0%	-2%	11%	14%	-9%	-1%
22	NCC(=O)NCC(=O)OCc1ccccc1	-28%	-2%	4%	-2%	3%	26%
23	COc1ccccc1CCNC(=O)c1ccc(NC(=O)CC2SC(N3CCCC3)=NC2=O)cc1 (stereo unspecified)	2%	1%	-2%	5%	-2%	-1%
24	COC(=O)c1ccc(-n2nnnc2SCC(=O)Nc2ccccc2OC)cc1	10%	-3%	0%	?	-3%	-21%
25	CCN(CC)c1ccc(/C=C2\C(=O)c3ccc(C(=O)O)cc3C2=O)cc1	?	2%	5%[46.1 µM]	?	?	-1%
26	CC(=O)c1ccc(NC(=S)N2CC(C)CC(C)C2)cc1 (stereo unspecified)	-10%	3%	-2%[46.1 µM]	0%	-2%	6%
27	O=C(c1ccco1)N1CCN(C(=O)c2cc(=O)[nH]c3ccccc23)CC1	-1%	-6%	1%	1%	-5%	6%
28	COc1cccc(-c2nc(-c3ccc4c(c3)NC(=O)CO4)cs2)c1	-4%	-5%	2%	?	1%	4%
29	O=C(Cn1ncc2c([nH]c3ccccc32)c1=O)Nc1cccnc1	-11%	-11%	-4%	-3%	-3%	9%
30	COc1ccc(Oc2ccc(C(F)(F)F)cc2N)cc1	-9%	1%	-8%	?	-5%	-5%

nr	ELG1 repair inh	USP2a inh	Mito fusion act	TSHR antagonist	B2AR arrestin
21	12%	-1%	2%	-3	0.1%
22	1%	-18%	1%	-4	0.2%
23	0%	0%	-3%	6	0.2%
24	-1%	-3%	-7%	-12	0.1%
25	?	13%	-3%	-49	-1.2%
26	?	-6%	0%	15	0.5%
27	13%	0%	-5%	-6	0.1%
28	?	-4%	-5%	-18	-0.3%
29	1%	0%	2%	13	-0.2%
30	19%	2%	1%	-7	0.2%

(cont.)
nr	SMILES	Eya2 phos inh	Tb PFK inh	TCR activator	BCR signal inh	TSG101-PTAP inh	uPA generation
31	CCN(C(=O)COC(=O)c1c(-c2ccccc2)noc1C)c1c(N)n(Cc2ccccc2)c(=O)[nH]c1=O	5%	-2%	3%	0%	-4%	2%
32	Cn1c(Cn2nnc3ccccc32)nnc1SCC(=O)Nc1nccs1	-17%	-4%	2%[46.1 µM]	1%	-6%	2%
33	CCOC(=O)c1cccc(NC(=O)CSc2nnc(-c3ccoc3C)n2CC)c1	0%	6%	-7%	3%	-2%	-2%
34	CCOc1ccc2oc(-c3ccccc3)c(C(=O)N(C)C)c2c1	-29%	-5%	2%	?	-5%	-6%

nr	ELG1 repair inh	USP2a inh	Mito fusion act	TSHR antagonist	B2AR arrestin
31	2%	-2%	0%	8	-0.4%
32	0%	1%	-9%	5	-0.8%
33	-10%	4%	0%	1	0.1%
34	?	2%	8%	-2	0.5%

Source: PubChem (National Center for Advancing Translational Sciences (NCATS))

Hits appear at their usual frequency, and some 3% of all compounds hit somewhere here.
